Source: PubChem BioAssay (several laboratories)
SMARCA2 act – SMARCA2 function activation, primary screen. MG213 cells, MMTV-luciferase reporter, dexamethasone, overnight. 370,000 tested, 1% active. AID 652017. activation, % at 9.1 µM; in the data active = activation above about 7.8%;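 note: 0% = vehicle wells and 100% = reference activator wells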
HGIII-sPLA2 inh – Inhibits HGIII-sPLA2 liposome hydrolysis, primary screen. QFRET BODIPY PC-A2 liposome hydrolysis, fluorescence. inhibition, % at 12.2 µM. 370,000 tested, 0.56% active. AID 743126;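 active = inhibition above mean plus 3 SD of compounds lying within the high and low control bounds, cut at about 19% in these data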;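 note: 0% = median of test compound wells and 100% = no enzyme DMSO wells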
DAX1 inh-1 – DAX1 (NR0B1) inhibition, primary screen. HEK293T StAR-luciferase reporter, SF-1/DAX-1 repression relief. inhibition, % at 6.8 µM. 370,000 tested, 1.1% active. AID 652010;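 active = inhibition above the mean over all tested compounds plus 3 SD, cut at about 3.6% in these data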;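 note: 0% = DAX-1 cells with DMSO and 100% = cells lacking DAX-1 with DMSO; higher inhibition means more luminescence from relief of DAX-1 repression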
NPR1 activator – GC-A (human) enzyme activation; P16066; HEK293 GC-A cells, cGMP TR-FRET, EC30 ANP; 0% at EC30 ANP, 100% saturating ANP; activation, % at 10 µM; 370,000 tested, 0.14% active; in the data active = activation above about 40%
ssDAF-12 act – activates DAF-12 receptor from parasite S. stercoralis; HEK293 ssDAF-12/GRIP1 lit1-tk-luc reporter, luminescence; % of 3 µM dafachronic acid response; activation, % at 6.8 µM; 370,000 tested, 1% active;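 active = activation above the mean over all tested compounds plus 3 SD, cut at about 0.9% in these data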;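 note: 0% = DMSO-only wells and 100% = 3 µM delta7-dafachronic acid wells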
DAX1 inh-2 – inhibitors of human orphan nuclear receptor DAX1 (NR0B1) | 340,000 tested, 0.99% active | AID 504766 | inhibition, % at 6.75 µM | HEK293 Gal4-DAX1 luciferase reporter, luminescence;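 active = inhibition above the mean over all tested compounds plus 3 SD, cut at about 4.2% in these data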;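 note: 0% = DAX1-transfected cells with DMSO and 100% = empty-vector control cells with DMSO; inhibition shows as a rise in luminescence from relieved DAX1 repression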
NPR2 activator – GC-B (human) receptor activation. P20594. HEK293-GC-B cells, CNP EC30, cGMP TR-FRET; 0% at EC30 CNP, 100% saturating CNP. activation, % at 10 µM. 370,000 tested, 0.11% active. AID 1920062;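 active = activation at 10 µM reaching about 35% in either raw or pattern-adjusted values, limit read from the data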
Target sequence (P20594 whole entry, looked up): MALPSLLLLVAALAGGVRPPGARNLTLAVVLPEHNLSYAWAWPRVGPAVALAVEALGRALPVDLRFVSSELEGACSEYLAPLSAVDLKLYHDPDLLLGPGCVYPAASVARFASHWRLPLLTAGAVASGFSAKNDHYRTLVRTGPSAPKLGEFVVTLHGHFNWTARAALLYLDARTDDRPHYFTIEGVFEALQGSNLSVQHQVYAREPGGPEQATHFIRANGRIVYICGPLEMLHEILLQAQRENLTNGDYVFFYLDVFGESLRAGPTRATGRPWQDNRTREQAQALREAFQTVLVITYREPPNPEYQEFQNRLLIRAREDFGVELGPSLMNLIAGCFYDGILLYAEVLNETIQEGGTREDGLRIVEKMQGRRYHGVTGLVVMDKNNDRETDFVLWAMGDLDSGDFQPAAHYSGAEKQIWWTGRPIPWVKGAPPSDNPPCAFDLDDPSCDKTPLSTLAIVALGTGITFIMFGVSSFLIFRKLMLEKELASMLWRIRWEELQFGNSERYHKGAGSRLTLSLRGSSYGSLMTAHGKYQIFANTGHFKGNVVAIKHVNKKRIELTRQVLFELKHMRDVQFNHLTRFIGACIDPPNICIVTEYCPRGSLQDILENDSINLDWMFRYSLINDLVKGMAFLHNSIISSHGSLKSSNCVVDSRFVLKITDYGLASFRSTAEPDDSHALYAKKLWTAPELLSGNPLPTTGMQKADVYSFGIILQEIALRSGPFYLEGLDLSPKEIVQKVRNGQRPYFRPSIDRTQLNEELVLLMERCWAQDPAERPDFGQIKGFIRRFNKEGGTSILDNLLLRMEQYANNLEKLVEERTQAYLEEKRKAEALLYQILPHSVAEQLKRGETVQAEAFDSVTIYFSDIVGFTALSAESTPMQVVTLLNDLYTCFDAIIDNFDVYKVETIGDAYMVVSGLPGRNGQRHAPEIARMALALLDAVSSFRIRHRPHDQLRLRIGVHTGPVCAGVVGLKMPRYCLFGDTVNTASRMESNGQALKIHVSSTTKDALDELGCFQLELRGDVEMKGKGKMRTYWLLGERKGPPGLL
hcDAF-12 act – activates DAF-12 receptor from parasite H. contortus | HEK293 hcDAF-12 lit1-tk-luc reporter, luminescence; 0% DMSO, 100% Δ7-dafachronic acid | activation, % at 6.8 µM | 370,000 tested, 1.4% active;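 active = activation above the mean of all tested compounds plus 3 SD, cut at about 5.5% in these data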;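 note: 100% = response to 3 µM Δ7-dafachronic acid high control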
hgDAF12 agonist – hgDAF-12 agonism, primary luciferase screen; AID 687014; HEK293 GAL4-hgDAF12 UAS-luciferase reporter, agonist luminescence; normalized to butyrate control; 370,000 tested, 1.8% active; activation, % at 6.8 µM;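 active = activation above a cutoff set at the mean of all screened compounds plus 3 SD, cut at about 10% in these data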;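 note: 0% = DMSO wells and 100% = sodium butyrate wells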
KLK7 zymogen act – activates the human kallikrein-7 zymogen | activation, % at 7 µM | 370,000 tested, 0.9% active | P49862 | purified proKLK7, EDANS-DABCYL substrate fluorescence; 100% is mature enzyme control, 0% vehicle | AID 652039;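 active = activation above the mean of all tested compounds plus 3 SD, computed per campaign excluding outliers beyond control limits, cut at about 13% in these data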
FXN GAA850 act – increases GAA850 frataxin promoter reporter activity. 360,000 tested, 0.56% active. HEK293 lucGAA850 FXN promoter luciferase reporter, 24 h; percent of 10 µM SAHA response. activation, % at 6 µM;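 active = activation above the average of all compounds screened plus 3 SD, cutoff fixed separately per campaign, cut at about 7.5% in these data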;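 note: 0% = DMSO wells and 100% = 10 µM SAHA wells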
An asterisk follows results filed as active; . = no result given.

SMILES	SMARCA2 act	HGIII-sPLA2 inh	DAX1 inh-1	NPR1 activator	ssDAF-12 act	DAX1 inh-2	NPR2 activator	hcDAF-12 act	hgDAF12 agonist	KLK7 zymogen act	FXN GAA850 act
CC(=O)N1c2ccccc2NC(=O)C1(C)C	-2	2	-0.1	1	-1.3	0.0	7	-0.3	0.8	-0.6	-2.3
CC(C)=CCCC(C)c1cc(C(=O)NCCc2ccc(O)cc2)c(N)s1 (stereo not given)	-2	2	-3.2	5	-1.5	.	0	-0.9	-2.2	-0.1	.
Cc1ccc2nc(-c3cccnc3)oc2c1	6	4	0.7	.	-0.5	1.8	.	4.5	7.8	1.1	5.5
Cc1ccc(C(=O)O)cc1N1C(=O)c2cccc3cc(Br)cc(c23)C1=O	1	-5	0.3	0	-1.1	-0.6	-4	-0.5	-2.7	0.2	0.4
CCn1c(SCC(=O)c2ccc(OC)cc2)nnc1C(C)NC(=O)c1ccc(OC)cc1 (stereo not given)	1	-5	0.3	2	-0.8	-1.1	4	-0.9	-1.4	-0.1	-2.5
COc1ccc(C2C(C(=O)Nc3ccccn3)=C(C)Nc3ncnn32)c(OC)c1 (stereo not given)	0	3	-0.2	-16	-1.1	0.0	-21	0.9	1.4	0.9	-1.0
CCn1nnnc1Oc1ccc(Cl)cc1	-1	4	0.1	0	-0.7	-0.3	5	-0.4	0.7	-0.2	0.8
CC[N+](C)(CC)CC(=O)OCC1C(C)C=C(C)CC1C (stereo not given)	-6	18	0.5	3	-0.7	-0.8	3	-0.1	-1.7	-0.5	1.1
COc1ccc(CNC(=O)C(=O)NCC2OCCN2S(=O)(=O)c2ccc3c(c2)OCCO3)cc1 (stereo not given)	-4	7	0.9	2	-1.4	1.0	-3	-1.6	2.6	-0.1	-1.4
CC(C)(Sc1ccc(CCN(CCCCC2CCCCC2)C(=O)NC2CCCCC2)cc1)C(=O)O	2	-15	-0.6	2	-1.0	0.7	3	-0.2	0.3	0.8	0.8
CN(Cc1ccccc1)C(=O)Cc1ccccc1	-1	4	-0.4	0	-1.4	0.8	4	-0.8	-1.4	0.1	2.4
O=C(N/N=C/c1cccnc1)c1ccccc1	3	0	0.8	4	-0.7	1.8	1	-0.3	4.8	-0.5	3.5
CC(=O)NN1CCc2cc3ccc(C)cc3nc21	4	3	1.0	0	-1.2	0.5	3	3.4	-1.9	2.0	1.6
O=S(=O)(c1ccccc1)c1cccc(S(=O)(=O)N2CCCCC2)c1	-3	-12	-0.2	-6	-1.3	-0.1	-5	-2.6	-1.1	-24	0.3
CCOCCCNC(=O)N[C@H](C(=O)OC)C(C)CC (stereo not given in full)	0	-3	-0.1	1	-0.7	2.6	5	-0.3	-0.3	0.0	0.1
CC(OC(=O)c1ccc(Cl)nc1)C(=O)NC1CCCC1 (stereo not given)	-2	10	-0.8	3	-1.0	1.1	3	0.7	-1.7	-0.5	0.5
N#Cc1ccc(C(=O)N(Cc2ccccc2)c2ccccc2)cc1	-2	-8	0.4	-7	-1.4	0.8	-9	-3.3	-1.9	-0.1	1.1
COC(=O)c1ccccc1NC(=O)c1cc[n+]([O-])cc1	-1	0	0.3	0	-0.7	0.0	-4	-0.2	0.5	0.2	2.9
COc1ccc(C(=O)NCC(=O)OCc2ccccc2F)cc1	1	2	0.2	2	-1.7	0.1	0	1.2	-0.8	0.1	0.2
CC(NC(=O)c1ccco1)C(=O)N1CCN(c2cccc(C(F)(F)F)c2)CC1 (stereo not given)	0	5	-1.4	-3	-1.5	-0.3	-1	0.6	-2.5	0.3	0.1
O=C(CN1C(=O)NC2(CCc3ccccc3C2)C1=O)NCc1ccco1 (stereo not given)	-1	-2	0.8	4	-0.8	0.2	4	-0.5	-1.9	0.9	1.1
Cc1c(C(=O)OCC(=O)N(CC(C)C)c2c(N)n(Cc3ccccc3)c(=O)[nH]c2=O)oc2ccccc12	0	8	-0.5	-1	-1.2	-1.0	-2	-1.7	-1.6	0.4	0.4
CC(C)C(=O)N1CCN(c2c(Cl)cccc2[N+](=O)[O-])CC1	-5	10	-0.5	0	-1.2	-1.2	-3	-0.7	0.0	-0.2	-1.2
CC(c1ccco1)N(C(=O)c1cccc(S(=O)(=O)N(C)C)c1)c1ccccn1 (stereo not given)	-5	2	-0.6	2	-0.7	1.2	4	-3.2	1.8	0.1	1.6
O=C(Nc1ccccc1)c1cccnc1NCCc1ccccc1	-3	-8	-0.8	4	-1.2	-0.7	-8	-2.9	0.8	-0.2	1.0
COc1ccc(-c2cc(N3C(=O)Nc4ccccc4N3O)n[nH]2)cc1OC	-2	7	1.0	2	-0.2	-0.2	0	0.6	-1.8	0.0	2.1
COc1ccc(C(=O)Nc2ccc(-c3nnn(CC(=O)NCc4ccco4)n3)cc2)cc1	-2	-7	0.2	-1	-1.4	3.1	-3	-1.2	-1.4	0.1	0.6
CN1CCC(N(CCc2ccccc2)C(=O)CCC(=O)O)CC1	0	2	-0.3	-2	-1.3	-0.8	4	0.1	-0.3	0.1	-1.0
Cc1ccc(NC(=O)CSc2nnc(-c3cccnc3)n2CCN2CCCCC2)cc1	-1	-11	0.2	-2	-0.8	0.3	5	0.4	0.0	-0.7	0.7
CC(C)OCCCNC(=O)CCN1C(=O)COc2ccccc21	-2	7	-0.6	8	-1.2	0.7	3	-1.2	0.2	0.0	0.5
Cc1nc2cc(Cc3ccccc3)ccc2o1	1	-19	0.5	5	-1.2	1.8	2	0.8	3.7	0.6	1.5
C#CCOCCOCCOCCNc1nc(N2CCOCC2)nc(N2CCN(C(=O)[C@H](C)n3cc(CCC(=O)O)nn3)CC2)n1	-1	-1	0.0	4	-1.3	0.5	1	-1.1	1.7	-0.7	0.4
O=C(COC(=O)Cc1ccccc1[N+](=O)[O-])NCc1ccc(Cl)cc1	2	-10	-1.2	0	-1.4	1.7	0	0.2	6.7	0.8	-0.1
COc1ccc(NC(=O)C2C(c3ccccc3)C2(Cl)Cl)c(OC)c1 (stereo not given)	-2	14	-0.4	2	-1.7	0.8	-7	-3.6	-4.4	-0.1	-0.1
O=C(Nc1nccs1)c1ccc(Br)c(S(=O)(=O)N2CCCC2)c1	-1	-3	-1.8	1	-1.3	-0.5	-1	-3.7	-0.4	0.2	1.1
CCOC(=O)NNC1CC(=O)N(c2ccc(OC)cc2)C1=O (stereo not given)	1	-3	-0.6	-2	-1.1	-0.8	-1	-0.9	-3.5	0.2	-0.7
S=C(Nc1ccccc1)Nc1ccc(Br)cc1	-3	5	-0.6	7	-1.3	5.7*	-2	-1.4	1.2	0.1	2.4
COC(CN1CCc2c(C)nc3c(C#N)cnn3c21)OC	-1	-6	0.6	-2	-2.1	-0.7	2	-0.7	-1.6	5.8	1.7
CC(=O)c1ccc(NC(=O)c2ccc3c(=O)n4c(nc3c2)CCCCC4)cc1	-1	-1	-4.7	4	-1.7	-1.4	4	-3.6	-1.3	1.5	0.4
CCOC(=O)CSc1nnc(CNC(=O)c2cccs2)n1Cc1ccccc1	1	-3	0.4	3	-1.0	-0.3	3	-0.8	1.5	-0.1	1.8
Cc1ccccc1NC(=O)COC(=O)CCSc1ccccc1	-4	3	-0.3	0	-1.3	3.4	-2	-1.3	0.6	-0.1	3.2
CCn1c(P(C)(=O)O)nc2cc(NC(=O)c3ccccc3Cl)ccc21	-3	6	-0.3	-2	-1.0	-0.2	2	-0.7	-2.5	0.1	0.9
COc1cc2c(C#N)c(N3CCN(c4ccccc4OC)CC3)nc(N)c2c(N)n1	-2	0	-1.8	14	-2.2	-0.7	14	-3.1	-1.5	-12	-1.8
O=C1CC(N2CCc3ccccc32)C(=O)N1c1ccccc1 (stereo not given)	-1	-4	1.0	-1	-1.1	0.6	1	0.8	1.6	0.5	3.0
COc1cc(/C=C2\SC(=O)N(CCNC(=O)c3sc4cc(F)ccc4c3Cl)C2=O)cc(OC)c1OC	-2	-5	1.1	-21	-1.6	0.9	-5	-1.0	-1.4	0.5	-0.8
COc1ccc(OC)c(NC(=O)CNC(c2ccccc2)c2ccccc2)c1	-5	7	-0.6	-12	-1.5	-0.3	0	-1.7	-2.9	0.8	-1.2
COc1ccc2c(c1)c1nc3ccccc3nc1n2Cc1ccc(OC(C)C)c(OC)c1	1	2	0.2	-1	0.6	-0.6	-2	3.0	0.4	0.1	1.1
CCOC(=O)c1sc2ncnc(N3CCN(C(=O)OCC)CC3)c2c1C	0	2	-0.2	10	-2.1	-0.8	4	-3.2	-2.3	0.3	2.4

Exported as comma-separated lines: 2 of the compounds above
structure,SMARCA2 act,HGIII-sPLA2 inh,DAX1 inh-1,NPR1 activator,ssDAF-12 act,DAX1 inh-2,NPR2 activator,hcDAF-12 act,hgDAF12 agonist,KLK7 zymogen act,FXN GAA850 act
CC(=O)NN1CCc2cc3ccc(C)cc3nc21,4,3,1.0,0,-1.2,0.5,3,3.4,-1.9,2.0,1.6
O=S(=O)(c1ccccc1)c1cccc(S(=O)(=O)N2CCCCC2)c1,-3,-12,-0.2,-6,-1.3,-0.1,-5,-2.6,-1.1,-24,0.3

Next section:
SMILES	SMARCA2 act	HGIII-sPLA2 inh	DAX1 inh-1	NPR1 activator	ssDAF-12 act	DAX1 inh-2	NPR2 activator	hcDAF-12 act	hgDAF12 agonist	KLK7 zymogen act	FXN GAA850 act
C/C(=N\Nc1cccc2cccnc12)c1ccc(N)cc1	5	-3	-0.1	-3	-0.9	1.6	-2	3.4	1.9	0.5	3.7
COc1ccc(NC(=O)CN(C)C(=O)CCC2CCCC2)cc1	-1	11	2.0	3	-1.1	0.8	-1	0.8	0.0	0.0	0.5
Cc1nn(Cc2ccccc2Cl)c(C)c1NC(=O)NC12CC3CC(CC(C3)C1)C2	-4	3	0.2	3	-0.5	0.1	2	0.5	2.7	0.6	0.7
CCOC(=O)c1sc(NC(=O)c2ccc(S(=O)(=O)N(C)C)cc2)nc1C	0	0	0.2	2	-1.1	-0.7	-1	-1.1	4.3	0.4	0.1
CCOc1ccccc1/C=N/NC(=O)CSc1n[nH]c(=O)[nH]c1=O	-3	1	-0.2	-1	0.4	-0.7	-1	-0.1	-3.0	0.3	-0.5
CCC1CCC2(CC1)NC(=O)N(CC(=O)c1c(C)[nH]c3ccccc13)C2=O (stereo not given)	-4	-22	0.2	-1	-0.7	-0.2	1	2.5	-2.1	0.1	1.8
Cc1cc(C(=O)Nc2ccc(Cl)cc2)c(C)n1Cc1cccs1	2	-21	1.2	-1	0.7	0.8	-1	5.4	5.4	0.3	0.4
O=C(COC(=O)C1=COCCO1)NCc1ccc(F)cc1	4	4	0.6	-4	-1.1	0.3	-4	-2.1	-1.3	0.1	0.6
Cc1ccc(NC(=O)C(C)Sc2nnc(-c3cccnc3)o2)cc1 (stereo not given)	0	-3	0.5	1	-0.7	1.1	2	-1.1	-0.3	-0.1	0.9
COc1ccc2c(c1)-c1c(ssc1=S)C(C)(C)N2S(=O)(=O)c1ccc(C)cc1	-3	13	0.4	-18	-1.3	-1.1	-2	-1.2	0.4	-0.2	0.7
COc1ccc([N+](=O)[O-])cc1NC(=O)C(C)OC(=O)c1ccccn1 (stereo not given)	-1	0	-0.8	-1	-1.1	-0.5	-2	-2.3	-1.0	0.4	1.1
